Yeast tox – Compounds toxic to wild-type S. cerevisiae growth; A595 turbidity, 16 h; growth inhibition, % at 25 µM (by protocol); actives 0.3% (n = 30,000); AID 685;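 active = mutant and wild-type yeast strains alike exhibit over 30% growth inhibition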;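 also: 0% = untreated cell controls and 100% = YPD media blanks without cells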
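Schedule: 16 h growth with compound, 30 °C. System: yeast, wild-type or eIF2Bepsilon-R284H mutant. Doses: one dose, 25 µM compound[…]. Buffer or medium: YPD. Signal: turbidity measured as absorbance at 595 nm. Read-out basis: growth inhibition (%) versus cell controls and blanks.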
eIF2B yeast act – eIF2B (yeast) activity modulation. S. cerevisiae eIF2B-epsilon R284H, GCN4-lacZ luminescence. inhibition, % at 25 µM (by protocol). actives 0.91% (n = 27,000). AID 688;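 active = mutant luminescence inhibited past about 50% while wild type luminescence and mutant growth stay under set limits, limit read from the data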; also: some compounds called inactive have numbers as strong as hits
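Times: 16 h growth with compound at 30 °C, 90 min Beta-Glo step; Assay system: yeast eIF2B-epsilon R284H mutant carrying GCN4–beta-galactosidase fusion; Measure: % inhibition of reporter signal and growth versus controls; Dosing: one concentration, 25 µM, 0.25% DMSO; Buffer or medium: YPD yeast growth medium; Measured by: Beta-Glo luminescence plus absorbance at 595 nm.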
Yeast tox inhibition % – recorded beside Yeast tox, whose call it bears; growth inhibition, %; S. cerevisiae eIF2Bepsilon-R284H mutant growth, A595 turbidity, 16 h;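 each compound tested once at 25 µM; 0% equals untreated cells and 100% equals cell-free medium blanks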
eIF2B yeast act mutant toxicity – second read-out of eIF2B yeast act, no call of its own (marks repeat the call); growth inhibition, %; measured here: mutant yeast growth, toxicity;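 each compound tested once at 25 µM; zero equals untreated control growth and 100 equals blank medium absorbance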
* marks the source's active call; other numbers are inactive results; . = no result given. These rows are one share of the data (hit frequency here may not be typical).

SMILES | eIF2B yeast act | Yeast tox | Yeast tox inhibition % | eIF2B yeast act mutant toxicity
CC(=O)Oc1c(S(=O)(=O)c2ccc(C)cc2)c(C)nn1-c1ccccc1 | -26 | 4 | -10 | -10
Cc1cc(C)c(C)c(OCC(=O)O/N=C(\N)c2ccccn2)c1 | . | -11 | 15 | .
CCOC(=O)c1[nH]c2ccccc2c1NC(=O)NC1CCCCC1 | . | 14 | 8 | .
O=C(NCC1CCCO1)C1CC(c2ccc(Cl)c(Cl)c2)=NO1 (centres undefined) | -1 | 15 | -4 | -4
O=C(NCCc1ccccc1)c1ccncc1 | 23 | 0 | -14 | -14
CCc1ccccc1NS(=O)(=O)c1ccc(SC)cc1 | 10 | -3 | 5 | 5
CCn1c(N)c(C(=O)NCCCOC)sc1=S | -18 | 7 | -5 | -5
CCCc1[nH]nc2c1C1(C(=O)N(CC)c3ccccc31)C(C#N)=C(N)O2 (centres undefined) | 16 | 26 | 7 | 7
O=c1[nH]c(SCc2ccccc2)nnc1-c1ccccc1 | 13 | 8 | -5 | -5
O=C(COc1ccc(S(=O)(=O)N2CCCC2)cc1)NCCC1=CCCCC1 | 19 | 12 | 15 | 15
Cc1ccccc1Nc1nc(N)nc(CSc2nnc(-c3ccccc3)n2C)n1 | 10 | 15 | -14 | -14
O=C(CCC1CCCCC1=O)c1ccccc1 (centres undefined) | -6 | -6 | -13 | -13
COc1ccc2sc(NC(=O)CC(C)C)nc2c1 | -28 | 20 | 5 | 5
CC(C)CCOCC1CC2(CC(C)(c3csc(N)n3)OC2=O)C(=O)O1 (centres undefined) | 27 | 0 | 8 | 8
C=CCOC(=O)C1=C(C)NC(SCC(=O)N(CC)CC)=C(C#N)C1c1ccco1 (centres undefined) | 31 | -16 | 12 | 12
CCOC(=O)c1c(NC(=O)c2cccs2)sc(C(=O)N(C)C)c1C | 2 | 2 | 18 | 18
C=C(C)CSc1nnc([C@@H](NC(=O)OC(C)(C)C)C(C)CC)o1 (some centres undefined) | 9 | 12 | 4 | 4
Cc1c(NC(=O)C(C)N2C(=O)c3ccccc3C2=O)c(=O)n(-c2ccccc2)n1C (centres undefined) | 25 | 9 | 5 | 5
C=C(C)CSc1nc2nc(C)c(Br)cc2[nH]1 | 26 | 13 | -12 | -12
Cc1sc2ncnc(N3CCN(CCOc4ccc(Cl)cc4)CC3)c2c1C | . | 12 | 30 | .

3 entries from above, ordered by molecular weight, rising.
SMILES | eIF2B yeast act | Yeast tox | Yeast tox inhibition % | eIF2B yeast act mutant toxicity
COc1ccc2sc(NC(=O)CC(C)C)nc2c1 | -28 | 20 | 5 | 5
O=c1[nH]c(SCc2ccccc2)nnc1-c1ccccc1 | 13 | 8 | -5 | -5
O=C(COc1ccc(S(=O)(=O)N2CCCC2)cc1)NCCC1=CCCCC1 | 19 | 12 | 15 | 15

(more compounds)
SMILES | eIF2B yeast act | Yeast tox | Yeast tox inhibition % | eIF2B yeast act mutant toxicity
CCN(CC)S(=O)(=O)c1cccc(C(=O)Nc2ccccc2)c1 | 15 | . | . | .
CS(=O)(=O)N(Cc1ccc(Cl)cc1)c1ccc(C(=O)N2CCN(c3ccccc3)CC2)cc1 | -7 | 2 | -14 | -14
CCN(CCCn1c(SCC#N)nc2ccccc2c1=O)c1ccccc1 | 22 | 22 | 11 | 11
C=CCc1cccc2cc(C(=O)OCC(=O)c3ccccc3)c(=O)oc12 | 0 | -11 | -13 | -13
COC(=O)C1=C(C)NC(=S)N(C(C)=O)C1c1ccccc1 (centres undefined) | -20 | . | . | .
CCN1C(=O)c2cccc3c(NC(=O)c4ccc5c(c4)OCCO5)ccc1c23 | 0 | -40 | -32 | -32
Cc1ccc(NC(=O)C2CCCN(S(=O)(=O)c3c(C)noc3C)C2)cc1F (centres undefined) | -1 | -21 | -5 | -5
CC(C)(C)c1cc(OC(=O)c2ccncc2)ccc1O | 5 | -10 | 0 | .
CCCOc1ccc(N2CC(C(=O)Nc3ncccc3C)CC2=O)cc1 (centres undefined) | -9 | -12 | 0 | .
CCOC(=O)C(=O)Nc1ccccc1C(N)=O | -8 | 12 | 6 | 6
CCOC(=O)N1CCC(N2Cc3cccc(C(=O)NCc4ccc(OC)cc4)c3C2=O)CC1 | 20 | 6 | -2 | -2
c1ccc(-c2nnc(CSc3nncs3)o2)cc1 | -17 | 1 | 4 | 4
CC(=O)c1ccc(OC(=O)N(c2ccccc2)c2ccccc2)cc1 | 20 | 13 | 16 | 16
COC(=O)c1ccc(N2C(=O)CC(N3CCN(c4ccccc4)CC3)C2=O)cc1 (centres undefined) | -18 | 29 | 26 | 26
COc1ccc(C(CC(=O)O)NC(=O)OC(C)(C)C)cc1 (centres undefined) | 14 | . | . | .
COc1ccc(CCN/C=C2/CC(=O)NC2=O)cc1OC | 18 | 10 | 14 | 14
COc1ccc(-c2cc(C#N)nc(N3CCNCC3)n2)cc1 | 15 | -10 | -14 | -14
COc1ccc2[nH]c(C(=O)O)c(NS(=O)(=O)c3ccc(OC)c(OC)c3)c2c1 | 17 | 7 | 14 | 14
CC(NC(=O)Nc1ccc2c(c1)OCO2)C1CCCO1 (centres undefined) | 7 | . | . | .
CCN1CCN(CCCCOc2ccccc2F)CC1 | 7 | 5 | 19 | 19
CN(C)c1ccc(NC(=O)c2sc(SCC(=O)Nc3nccs3)nc2N)cc1 | 13 | 3 | 3 | 3
O=C(CN1CCN(c2ccc(F)cc2)CC1)Nc1ccc(F)c(F)c1 | 21 | 12 | 5 | 5
Cc1ccc(S(=O)(=O)N2CCC(C(=O)OCC(=O)N3CCc4ccccc43)CC2)cc1 | 34 | -12 | 11 | 11
O=C(C1=C(O)C(=O)N(c2ncccn2)C1c1ccc(Cl)c(Cl)c1)c1ccco1 (centres undefined) | 32 | -5 | 23 | 23
Cc1onc(-c2ccccc2)c1C(=O)n1cc(Br)cn1 | -11 | 27 | 26 | 26
CCN(CC)C(=O)CSc1nnc(-c2ccco2)o1 | 10 | -10 | -21 | -21
O=c1nc2s/c(=C\c3ccco3)c(=O)n2nc1Cc1ccc(F)cc1 | 26 | -11 | -4 | -4
O=C(CC1CCCCC1)NC1CCCC1 | . | 14 | -3 | .
Cc1cc(NC(=O)c2cnn3c(C(F)(F)F)cc(-c4ccc(Br)cc4)nc23)no1 | . | 7 | 11 | .
Cc1ccccc1N(Cc1ccccc1F)S(C)(=O)=O | . | 17 | 5 | .
Cc1ccc(OCCCN2C(=O)C(=O)c3cccc(C)c32)cc1 | 19 | 8 | -23 | -23
O=C(NCCO)c1cccc(S(=O)(=O)N2CCCCC2)c1 | 10 | 22 | 5 | 5
CC(C)(C)c1nc2ccccc2c(=O)n1N1C(=O)c2ccccc2C1=O | . | -3 | -23 | .
Cc1c(Br)c([N+](=O)[O-])nn1CC(=O)NCc1cccnc1 | 24 | 0 | 0 | .
CCn1c(SCC(=O)N2c3ccccc3Sc3ccccc32)nc2c1c(=O)n(C)c(=O)n2C | 24 | -4 | -19 | -19
CCOC(=O)C1=C(C)N(CCO)C(=O)NC1c1cccc(O)c1 (centres undefined) | 3 | -6 | 0 | .
NC(=O)c1sc2nc(N3CCOCC3)c3c(c2c1N)CCCC3 | . | -5 | 15 | .
Cc1cccc(NC(=O)C2CCCC2)c1 | . | 27 | -13 | .
CCOc1cccc(-c2nnc3sc(COc4ccc(C)cc4)nn23)c1 | 14 | -13 | -7 | -7
CN(C)C(=O)NC(O)C(Cl)Cl (centres undefined) | . | 8 | 17 | .
Cc1ccc(Nc2nc(N)nc(CSc3nnc(-c4ccncc4)o3)n2)cc1 | 4 | 4 | -9 | -9
C=CCn1c(Cc2ccc(OC)cc2)nnc1SCC(N)=O | . | 16 | 17 | .
CCS(=O)(=O)NC(C)C(c1cccs1)N1CCN(C)CC1 (centres undefined) | -3 | 2 | 13 | 13
O=S(=O)(c1cnc[nH]1)N1CCCCCC1 | 21 | 10 | 20 | 20
COC(=O)c1ccc(-c2nc3ccc(C)cc3o2)cc1 | 27 | 2 | 0 | .
O=S(=O)(NCC1CCCO1)c1ccc(Cl)c(C(F)(F)F)c1 (centres undefined) | . | -8 | 16 | .
Cc1nnc2sc(-c3ccncc3)nn12 | 64* | 5 | -7 | .
Cc1cc(C)cc(NC(=O)NC2CCN(CC(=O)Nc3c(C)cc(C)cc3C)CC2)c1 | 11 | -11 | -26 | -26
CCn1c(COc2cccc(C)c2)nnc1SCC(=O)Nc1cccc(C(=O)O)c1 | -14 | . | . | .
CCN(CC)S(=O)(=O)c1cc(C(=O)N2CCc3ccccc32)ccc1Cl | 21 | -1 | 13 | 13
Oc1ccccc1-c1nc(N2CCCC2)c2ccccc2n1 | 32 | 10 | 8 | 8
CC(NS(=O)(=O)c1ccc(CCC(=O)NCc2cccnc2)cc1)c1ccccc1 (centres undefined) | 21 | 8 | 18 | 18
CCc1ccc(Nc2nnc(SCc3cc(=O)n4ccsc4n3)s2)cc1 | . | 16 | 22 | .
Cc1ccc(Oc2cc(C#N)c(C#N)cc2-n2nnc3ccccc32)cc1C | -12 | 14 | 11 | 11
COc1ccc(N2CCCn3c2nc2c3c(=O)n(CCCc3ccccc3)c(=O)n2C)cc1 | -1 | . | . | .
CC(C)COP(=O)(c1ccc(N(C)C)cc1)C(O)c1ccncc1 (centres undefined) | 23 | 11 | 15 | 15
CCc1ccc(CCC(=O)Nc2sc(C)c(C)c2C(=O)OC)o1 | -16 | 7 | 5 | 5
C=CCNC(=S)NNC(=O)C(CCCC)CC(C)O (centres undefined) | . | 13 | 5 | .
Cc1cccc(-n2nnc(C(=O)Nc3ccc(F)cc3)c2N)c1 | 12 | 3 | -4 | -4
Cc1ccc(S(=O)(=O)Nc2c(C)n(C)n(-c3ccccc3)c2=O)cc1 | 23 | 8 | 6 | 6

(further entries)
SMILES | eIF2B yeast act | Yeast tox | Yeast tox inhibition % | eIF2B yeast act mutant toxicity
CCOC(=O)CN(C(=O)Cn1nnc(-c2ccc(OC)cc2)n1)C(C(=O)NC1CCCC1)c1ccc(F)cc1 (centres undefined) | 17 | 16 | -23 | -23
Cc1nn(CC#N)c(=O)n1-c1ccccc1 | 13 | 12 | 16 | 16
CCOC(=O)CC(Nc1nc(N2CCOCC2)nc(N2CCOCC2)n1)c1ccccc1Cl (centres undefined) | 19 | 12 | -5 | -5
CC(CCc1ccco1)NC(=O)Nc1cccc(F)c1 (centres undefined) | 18 | -4 | -17 | -17
CCOC(=O)c1c2n(c3ccc(O)cc13)CCC2 | 22 | 1 | 14 | 14
Cc1cc(S(=O)(=O)N2CCC(NC(=O)C34CC5CC(CC(C5)C3)C4)CC2)ccc1-n1cnnn1 | -10 | . | . | .
CC(=O)Nc1ccc(NC(=O)CN(c2ccccc2Cl)S(C)(=O)=O)cc1 | 3 | 8 | 4 | 4
COC(=O)CN1C(=O)C(O)(CC(=O)c2ccccc2)c2ccccc21 (centres undefined) | 21 | 9 | 17 | 17
Cc1nn(Cc2ccc(F)cc2)c(C)c1NC(=O)c1nn(C)cc1Cl | 3 | 14 | -8 | -8
CC(=O)Nc1ccc(S(=O)(=O)NCC2CCC(C(=O)NC3CCCCCC3)CC2)cc1 (centres undefined) | 21 | 15 | 12 | 12
COc1ccccc1-c1nc(C#N)c(N2CCc3ccccc3C2)o1 | 20 | 34 | 4 | 4
O=C(NCc1cccc(Cl)c1)c1ccco1 | -8 | 13 | 0 | .
CCOc1ccc(OCC)c(NS(=O)(=O)c2ccc3c(c2)CCN3C(=O)C2CCC2)c1 | 33 | 4 | 18 | 18
COc1ccc(S(=O)(=O)N(CCCN2CCCC2=O)Cc2cc3c(C)cc(C)cc3[nH]c2=O)cc1 | -5 | 29 | 7 | 7

By substructure, the entries above with an aryl methoxy group.
SMILES | eIF2B yeast act | Yeast tox | Yeast tox inhibition % | eIF2B yeast act mutant toxicity
COc1ccc2sc(NC(=O)CC(C)C)nc2c1 | -28 | 20 | 5 | 5
CCOC(=O)N1CCC(N2Cc3cccc(C(=O)NCc4ccc(OC)cc4)c3C2=O)CC1 | 20 | 6 | -2 | -2
COc1ccc(C(CC(=O)O)NC(=O)OC(C)(C)C)cc1 (centres undefined) | 14 | . | . | .
COc1ccc(CCN/C=C2/CC(=O)NC2=O)cc1OC | 18 | 10 | 14 | 14
COc1ccc(-c2cc(C#N)nc(N3CCNCC3)n2)cc1 | 15 | -10 | -14 | -14
COc1ccc2[nH]c(C(=O)O)c(NS(=O)(=O)c3ccc(OC)c(OC)c3)c2c1 | 17 | 7 | 14 | 14
C=CCn1c(Cc2ccc(OC)cc2)nnc1SCC(N)=O | . | 16 | 17 | .
COc1ccc(N2CCCn3c2nc2c3c(=O)n(CCCc3ccccc3)c(=O)n2C)cc1 | -1 | . | . | .
CCOC(=O)CN(C(=O)Cn1nnc(-c2ccc(OC)cc2)n1)C(C(=O)NC1CCCC1)c1ccc(F)cc1 (centres undefined) | 17 | 16 | -23 | -23
COc1ccccc1-c1nc(C#N)c(N2CCc3ccccc3C2)o1 | 20 | 34 | 4 | 4
COc1ccc(S(=O)(=O)N(CCCN2CCCC2=O)Cc2cc3c(C)cc(C)cc3[nH]c2=O)cc1 | -5 | 29 | 7 | 7
